# pAkt inh: HTS Assay for Inhibitors of Akt Phophorylation: Primary Screen | Neuro2A IGF-stimulated pAkt S473 HTRF, 20 min; hits give low values | activity change, % for hits at 50 µM | hit rate 0.32% among 360,000; in the data active = activity change below about -80%; inconclusive = mostly about -51% to -80%; note: % is set by controls: 0 for no effect and ±100 for the full control effect
#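 Single-point screen (50 µM final compound) in Neuro2A cells stimulated 20 min with 6 nM IGF at 37 deg C. After lysis, Ser473-phosphorylated Akt read by HTRF (ex 330 nm, em 615/665 nm) as the 665/615 ratio.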
# aSyn yeast inh: qHTS of alpha-syn Inhibitors | Yeast expressing alpha-synuclein, growth rescue, BacTiter-Glo, 24 h | hit rate 0.14% among 370,000 | Potency, µM (highest dose often 46.1 µM), for inactives: top-dose growth rescue (activation), actives largely listed as activators; note: potency is the fitted concentration of half-maximal effect; % of control where 0% means no effect; nearly all actives have a fitted effect of over 65% in size
#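 Galactose-induced alpha-syn yeast (OD600=0.02, raffinose-pregrown) + pinned cpd, 24 hr, 30 deg C; growth by BacTiter-Glo luminescence. Growth restoration scores as activation.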
# GLP1R inv ag: qHTS of GLP-1 Receptor Inverse Agonists (Inhibition Mode). Glucagon-like peptide 1 receptor (Homo sapiens), P43220. HEK293 GLP-1R CRE-luciferase, luminescence, 24 h; GLP-1R form is constitutively active. Potency, µM (highest dose often 38.3 µM), for inactives: at the top dose activity change, negative = inhibition, actives largely listed as inhibitors. hit rate 1.6% among 410,000. AID 624417, 2012; note: potency is the fitted concentration of half-maximal effect; % is set by controls: 0 for no effect and ±100 for the full control effect; nearly all actives have a fitted effect of over 55% in size
# Target sequence (P43220 whole entry, looked up): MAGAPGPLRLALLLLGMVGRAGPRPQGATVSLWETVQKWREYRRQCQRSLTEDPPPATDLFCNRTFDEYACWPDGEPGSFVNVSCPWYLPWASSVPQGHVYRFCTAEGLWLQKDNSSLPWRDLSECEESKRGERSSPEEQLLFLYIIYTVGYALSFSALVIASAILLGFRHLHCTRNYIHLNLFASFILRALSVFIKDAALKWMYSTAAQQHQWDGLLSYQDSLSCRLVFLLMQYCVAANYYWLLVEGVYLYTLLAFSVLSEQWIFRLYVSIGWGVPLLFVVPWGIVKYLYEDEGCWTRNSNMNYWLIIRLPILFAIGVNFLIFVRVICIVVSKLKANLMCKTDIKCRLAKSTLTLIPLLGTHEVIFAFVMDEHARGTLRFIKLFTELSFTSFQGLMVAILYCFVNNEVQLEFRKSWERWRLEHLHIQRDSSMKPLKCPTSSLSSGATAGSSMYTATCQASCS
#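 Assay principle: reduced luminescence from a cAMP-responsive reporter in HEK293 cells co-expressing a constitutively active GLP-1R. Conditions: 24 hr compound incubation, 37 deg C, 5% CO2.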
# Abeta yeast res: qHTS for compounds that reverse cellular toxicity of Amyloid beta (A-beta) peptide in yeast: Primary Screen; yeast expressing A-beta42, growth rescue, OD600, 48 h; response scale: 0% DMSO, 100% iron-clioquinol control; Potency, µM (doses to about 46.1 µM), for the others: at the top dose growth rescue, usual class: activators; hit rate 0.063% among 410,000; note: potency is the fitted concentration of half-maximal effect; nearly all actives have a fitted effect of over 55% in size
#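 Yeast growth medium received pinned compounds, then yeast cells expressing toxic A-beta were added; plates incubated at 30 C for 48 hr. Growth read as absorbance at 600 nm, normalized to DMSO and equimolar FeCl3 plus clioquinol controls.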
# PTHR1 ag: qHTS for PTHR1 Agonists: Primary Screen. Parathyroid hormone/parathyroid hormone-related peptide receptor (Homo sapiens), Q03431. hit rate 0.075% among 410,000. AID 743266, 2014. HEK293 GP2 PTHR1 cells, GloSensor cAMP luminescence, 1 h. Potency, µM (top dose mostly 115 µM), without a hit: at the top dose activation, actives largely listed as activators; note: potency is the fitted concentration of half-maximal effect; nearly all actives have a fitted effect of over 55% in size; some results filed as inactive show a strong effect at the top dose; inactives centre near -15; many of its hits are not listed in these tables
#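 HEK-293-derived GP2 cells expressing PTHR1 and a GloSensor cAMP reporter, 3,000/well, plated overnight, given luciferin plus IBMX (each 0.5 mM as added) for 1 h at 37 °C, then compound for 1 h at 37 °C. Luminescence was read after 15 min at room temperature.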
# GLP-1R agonist: qHTS of GLP-1 Receptor Agonists | Glucagon-like peptide 1 receptor (Homo sapiens), P43220 | hit rate 0.007% among 380,000 | AID 624172, 2012 | HEK293 GLP-1R CRE-luciferase, luminescence, 4-6 h; cells express a hypersensitive GLP-1R form | Potency, µM (top dose mostly 45.6 µM), inactives show at the top dose activation, hits mostly activators; note: potency is the fitted concentration of half-maximal effect; % of control where 0% means no effect
# D3 antag: qHTS of D3 Dopamine Receptor Antagonist: qHTS. hit rate 2.5% among 360,000. max response, negative = inhibition, %. AID 652054, 2013. D3R cells, DiscoveRx beta-arrestin luminescence, antagonist mode; hits give low values; in the data active = max response below about -50%; inconclusive = no clear call, values can overlap the other calls; note: % is set by controls: 0 for no effect and ±100 for the full control effect; mostly tested at two doses, the higher about 12 µM
# Target sequence (P35462 whole entry, looked up): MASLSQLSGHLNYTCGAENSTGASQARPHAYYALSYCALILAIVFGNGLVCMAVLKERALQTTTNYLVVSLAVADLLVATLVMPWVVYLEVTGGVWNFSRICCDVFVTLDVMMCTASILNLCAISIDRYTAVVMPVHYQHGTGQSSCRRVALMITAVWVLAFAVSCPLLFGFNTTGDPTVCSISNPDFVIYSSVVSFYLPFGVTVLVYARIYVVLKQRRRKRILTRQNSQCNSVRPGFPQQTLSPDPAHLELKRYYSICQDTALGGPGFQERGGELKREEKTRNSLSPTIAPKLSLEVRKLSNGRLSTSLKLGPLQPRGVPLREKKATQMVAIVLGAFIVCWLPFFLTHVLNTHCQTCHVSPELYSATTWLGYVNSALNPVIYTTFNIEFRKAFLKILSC
#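 Cells expressing the human receptor were seeded at 1500 cells/well, incubated overnight at 37 degrees C in 5% CO2, then exposed to library compounds with dopamine controls for 90 minutes at 37 degrees C before luminescent detection.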
# TDP-43 yeast inh: qHTS of TDP-43 Inhibitors | hit rate 1.8% among 410,000 | TDP-43 expressing yeast growth rescue, BacTiter-Glo, 24 h | Potency, µM (highest dose often 46.1 µM), for inactives: at the highest dose growth rescue (activation), usual class: activators; note: potency is the fitted concentration of half-maximal effect; % of control where 0% means no effect; nearly all actives have a fitted effect of over 50% in size
#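 Luminescence from BacTiter-Glo reports growth of TDP-43-expressing yeast after 24 hr at 30 deg C with compound. Cells were raffinose-pregrown to mid-log, then seeded in galactose medium at OD600=0.02.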
# FUS suppressor: qHTS for Suppressors of FUS Proteinopathy: Primary screen using FUS-linked yeast assay; hit rate 0.24% among 390,000; Potency, µM (series often up to 76.6 µM), inactives show at the highest dose growth rescue (activation), most hits filed as activators; S. cerevisiae FUS-expressing, growth rescue, OD600, 24 h;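 note: potency is the fitted concentration of half-maximal effect; plate controls were DMSO vehicle for no effect and reference control for full effect; nearly all actives have a fitted effect of over 55% in size; some results filed as inactive show a strong effect at the top dose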
#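 Compound concentration series was pinned onto galactose-induced FUS-expressing yeast seeded at OD 0.005. Plates sat 24hr at 30C; absorbance at 600 nm gave growth. DMSO served as background control.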
# An asterisk follows results filed as active; i = inactive; u = inconclusive; x = not tested or not shown; [ ] = remark or other dose. Unless noted, calls come from the whole dose curve; as a rule, active = well fitted curve in the direction sought with a large enough effect; inconclusive = small, poorly fitted or top-dose-only effect, or another doubt; inactive = no such curve, though single readings can be large; an effect the other way counts as inactive or inconclusive.
SMILES,pAkt inh,aSyn yeast inh,GLP1R inv ag,Abeta yeast res,PTHR1 ag,GLP-1R agonist,D3 antag,TDP-43 yeast inh,FUS suppressor
CCN(c1ccccc1)C1(O)C(=O)c2ccccc2C1=O,i,13%,1%,-6%,i,9%,2,-1%,-1%
CCOC(=O)c1cnc(-c2ccc(C(F)(F)F)cn2)[nH]c1=O,i,u,15%,u,-21%,-25%,-8,u,-2%
CCOc1ccc(N(C)Cc2cc(=O)oc3ccc(OCC)cc23)cc1,i,-18%,u,-12%,-47%[inhibitor],21%,-20,4%,30%
COc1ccc(-c2ccc(SCc3ccccn3)nn2)cc1OC,i,-12%,169%[activator],-9%,-6%,23%,31,28%,-31%
O=C(NCC(=O)N1CCN(S(=O)(=O)c2ccccc2F)CC1)c1ccc2c(c1)OCO2,i,-4%,1%,-4%,-8%,5%,-5,-13%,15%
CSc1ccc(/C=N/N(C)S(=O)(=O)c2ccc(C)cc2)cc1,i,8%,u,5%,-76%[inhibitor],11%,-2,-8%,13%
COc1cc(/C=C2\NC(=S)N(C)C2=O)ccc1O,i,-4%,27%,-3%,i,19%,0,-2%,11%
CCOC(=O)c1c(-c2cccs2)csc1NC(=O)CSc1ncn[nH]1,x,-7%,8%,-14%,-15%[57.5 µM],5%,50,-20%,35%
C[C@H]1CN([C@@H](C)CO)S(=O)(=O)c2ccc(-c3cccc(F)c3)cc2O[C@@H]1CN(C)C,i,-8%,-22%,10%,-13%,12%,7,10%,-27%
O=c1c2nccnc2[nH]c(=S)n1Cc1ccccc1Cl,i,1%,7%,8%,i,-1%,-13,12%,-21%
Cc1nn(-c2ccccc2)c(/N=C/c2ccccc2O)c1-c1ccccc1,i,-3%,u,-17%,-49%[inhibitor],2%,u,6%,x
CCOC(=O)Nc1ccc2ncn(C)c(=O)c2c1,i,2%,-8%,6%,-55%[inhibitor],0%,-11,10%,-19%
Cc1ccc(S(=O)(=O)CCC(=O)NNC(=O)CN(C)S(=O)(=O)c2ccc(C)cc2)cc1,i,-5%,1%,2%,i,3%,12,-5%,6%
CCOc1ccc(N2CC(C(=O)Nc3cccc(S(=O)(=O)N4CCOCC4)c3)CC2=O)cc1 (stereo unspecified),i,-5%,-12%,-3%,-14%,7%,3,0%,21%
CCc1nn(C(CC)C(=O)NCc2cccs2)c(=O)c2cc3occc3n12 (stereo unspecified),i,12%,8%,1%,-12%,16%,3,-1%,-2%
Cc1ccccc1S(=O)(=O)Cc1ccc(C(=O)NCCCN2CCN(C)CC2)o1,i,-16%,0%,-5%,i,-5%,5,2%,13%
COc1ccc(CCN2C(=O)CN=C2Nc2ccc(F)cc2)cc1OC,i,-4%,-1%,-13%,i,15%,-12,-20%,18%
CN(CC(=O)Nc1ccc(OC(F)(F)F)cc1)C(=O)C1CCC1,i,1%,-12%,-16%,-15%,5%,-1,-2%,-14%
O=C(c1ccccn1)N(Cc1ccco1)C1(C(=O)NC2CCCCC2)CCCCC1,i,2%,1%,7%,i,0%,-10,0%,12%
COc1ccc(C2C=C(c3ccccc3)Nc3nnnn32)cc1 (stereo unspecified),i,-11%,0%,-13%,-22%,0%,-20,19%,1%
Cc1ccc(CNC(=O)Nc2ccccc2)c(C)c1,i,9%,u,9%,-15%,12%,6,12%,-7%
CC(=O)c1ccc(NS(=O)(=O)c2ccc(-n3cccn3)cc2)cc1,x,x,10%,-15%,i,1%,x,-6%,0%
O=C(Nc1ccon1)C1CCN(S(=O)(=O)c2cccs2)CC1,i,-22%,35%[activator],-5%,-8%,2%,-13,-1%,-14%
O=C(NCCc1ccc(Cl)cc1)C1CCCO1 (stereo unspecified),i,-2%,5%,-15%,-19%,5%,-14,-11%,21%
COc1ccc(NC(=O)c2ccc3c(SCC(=O)O)c4c(nc3c2)CCCC4)cc1OC,x,x,14%,-4%,0%,0%,x,5%,-11%
# (listing goes on)
SMILES,pAkt inh,aSyn yeast inh,GLP1R inv ag,Abeta yeast res,PTHR1 ag,GLP-1R agonist,D3 antag,TDP-43 yeast inh,FUS suppressor
CCN(CCCNC(=O)c1cc2cc3ccc(OC)cc3nc2s1)c1cccc(C)c1,x,x,u,-7%,-19%,-2%,x,6%,3%
COc1ccc(CCN2C(=O)N(c3ccc(F)cc3)C(=O)C2CC(=O)Nc2ccc(F)c(F)c2)cc1 (stereo unspecified),x,x,u,28%,-15%,x,x,-3%,u
CCOc1cc2c(cc1OC)C(c1cccc([N+](=O)[O-])c1)NCC2 (stereo unspecified),i,14%,11%,-10%,-28%,-1%,6,-1%,26%
CCNc1ccc(-c2nc(-c3ccncc3)no2)cc1[N+](=O)[O-],x,x,3%,-21%,-9%,x,x,11%,-5%
Cc1cccc2c(CCNC(=O)c3ccc([N+](=O)[O-])cc3)c[nH]c12,i,-3%,u,7%,-14%,4%,-27,-19%,5%
CC(O)C(NC(=O)OCc1ccccc1)C(=O)OCc1ccccc1 (stereo unspecified),i,3%,-12%,22%,-22%,14%,5,16%,x
Cc1ccc2c(c1)c1ncnc(N3CCN(c4ccccc4)CC3)c1n2C,i,-26%,-16%,-25%,-15%,0%,0,u,-5%
COc1ccc(-c2csc(NC(C)c3nc4cc(Cl)c(Cl)cc4n3CCOCCO)n2)cc1 (stereo unspecified),i,28%,u,3%,-5%,2%,-10,1%,38%
Cc1ccc(-c2nc(C#N)c(NCc3cccc4c3OCO4)o2)cc1,i,0%,180%[activator],9%,-18%[57.5 µM],25%,9,-5%,12%
CCCCC(=O)Nc1cccc(NC(=O)C(C)C)c1,i,-1%,14%,-5%,-7%[57.5 µM],5%,4,1%,15%
CCOc1ccc(N2C(=O)CC(N3CCc4ccccc43)C2=O)cc1 (stereo unspecified),i,6%,-1%,23%,i,-5%,-3,-4%,8%
Cc1ccc(S(=O)(=O)N2CCCC2)cc1C(=O)NCc1ccccn1,i,-4%,0%,1%,i,-5%,u,19%,x
Cc1ccc(COn2c(-c3ccc(Cl)cc3)nc3ccc([N+](=O)[O-])cc32)cc1,i,-5%,0%,4%,-20%[57.5 µM],2%,-14,0%,20%
CCOCCCNC(=O)C(c1ccc(C)cc1)N(Cc1ccc2c(c1)OCO2)C(=O)CNC(C)=O (stereo unspecified),i,0%,5%,4%,-11%,4%,-15,-1%,12%
CCCOc1ccc(C(=O)Nc2ccc3oc(-c4cccc(Cl)c4Cl)nc3c2)cc1,x,x,1%,-17%,i,x,x,12%,-1%
COc1ccc(NC(=O)c2ccc3c(c2)NC(=O)CO3)cc1OC,i,1%,-12%[0.307 µM],5%,-11%,-1%,-4,-20%,18%
CC(C)c1nc2cc(C(=O)N(C)C3CCOCC3)ccc2o1,i,5%,18%,2%,-25%,-5%,13,11%,x
COc1ccc(Br)cc1/C=N/NC(=O)CNC(=O)C1COc2ccccc2O1 (stereo unspecified),i,12%,u,9%,i,0%,0,-9%,20%
Cc1nc2c(C(=O)NCCc3ccccc3)c[nH]n2c(=O)c1Cc1ccc(F)cc1Cl,x,x,u,3%,-17%,-4%,x,u,9%
Cc1ccc(C(C(=O)NCc2ccco2)N(C(=O)Cc2cccs2)c2cccnc2)cc1 (stereo unspecified),i,-4%,-12%[7.66 µM],3%,-6%,4%,9,u,15%
COc1cc(NC(=O)C2=COCCO2)c(OC)cc1Cl,i,-1%,15%,4%,6%,1%,-29,-20%,9%
COc1ccc(C(=O)NC2CCN(C(=S)Nc3cc(C)cc(C)c3)CC2)cc1,i,3%,14%,-15%,i,-3%,12,29%,5%
COc1ccc(Br)cc1C(=O)NC(=S)Nc1c(C)n(C)n(-c2ccccc2)c1=O,i,-13%,-2%,6%,-13%,2%,2,9%,7%
COc1ccc(C2=NN(C(=O)c3cccs3)C(c3ccccc3O)C2)cc1 (stereo unspecified),i,11%,u,-1%,-16%,9%,-20,12%,3%
Cc1ccccc1OCC(=O)N=Nc1c(O)n(C)c2ccccc12,i,1%,18%,4%,-27%,6%,1,11%,-7%
# (listing goes on)
SMILES,pAkt inh,aSyn yeast inh,GLP1R inv ag,Abeta yeast res,PTHR1 ag,GLP-1R agonist,D3 antag,TDP-43 yeast inh,FUS suppressor
C[C@H]1CC[C@@]2(O[C@@H](CCO)C[C@H](O)[C@H]2O)O1,i,-4%,0%,-23%,-8%,-2%,0,-11%,-16%
CCOC(=O)c1c(NC(C)=O)c2c3c(sc2n1Cc1nc(-c2ccccc2C)oc1C)CCCC3,x,x,13%,-19%,i,x,x,-2%,-28%
COc1ccc(N2Cc3cccc(C(=O)N4CCN(C(=O)c5ccco5)CC4)c3C2=O)cc1,i,-1%,11%,10%,i,-1%,38,28%,8%
Cc1ccc(NC(=O)C2CCCN(S(=O)(=O)c3c(C)noc3/C=C/N(C)C)C2)cc1F (stereo unspecified),i,-2%,u,-1%,-2%[57.5 µM],-12%,17,-7%,u
O=c1[nH]c(C2CCN(S(=O)(=O)c3cccc(Cl)c3)CC2)nc2c1nnn2Cc1ccccc1,i,-2%,u,-3%,-20%,5%,-2,0%,u
COC(=O)/C=C1\S/C(=N\N=C\CC(=O)OC)NC1=O,i,-11%,3%,u,-6%,4%,-8,-7%,32µM*

# Assay outcomes deposited in PubChem BioAssay by National Center for Advancing Translational Sciences (NCATS).

# These rows are one share of the data; the hit share may differ from the screen's.
